D3 ag: qHTS of D3 Dopamine Receptor Agonist: qHTS. D(3) dopamine receptor (Homo sapiens), P35462. D3R DiscoveRx beta-arrestin cells, luminescence, 90 min. max activation, %. actives 0.58% (n = 410,000); in the data active = max activation above about 30%; note: 0% is about no effect; mostly tested at two doses, the higher about 12 µM
Target sequence (P35462 whole entry, looked up): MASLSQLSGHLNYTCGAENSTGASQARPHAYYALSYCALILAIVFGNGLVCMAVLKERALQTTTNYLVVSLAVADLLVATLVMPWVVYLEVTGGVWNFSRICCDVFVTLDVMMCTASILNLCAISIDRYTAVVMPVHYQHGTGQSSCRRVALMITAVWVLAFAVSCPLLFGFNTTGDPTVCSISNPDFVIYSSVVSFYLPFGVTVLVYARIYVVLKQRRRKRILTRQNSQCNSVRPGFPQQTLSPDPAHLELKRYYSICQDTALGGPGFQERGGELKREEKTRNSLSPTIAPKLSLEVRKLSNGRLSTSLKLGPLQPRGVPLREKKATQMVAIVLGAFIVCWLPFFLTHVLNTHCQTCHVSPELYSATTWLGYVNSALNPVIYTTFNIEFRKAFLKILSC
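Cells at 1500/well, incubated overnight, then treated with pinned compounds (dopamine as control) for 90 min at 37 degrees C. DiscoveRx reagent added for 30 - 60 minutes at room temperature; luminescence read.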
CCT chaperon mod: High-Throughput Screening for Modulators of Cytosolic Chaperonin Activity. purified chaperonin ATPase assay, HTRF ADP detection, 30 min. activity change, % (test concentration not listed), hits read low. actives 0.3% (n = 360,000); in the data active = activity change below about -30%; note: % is set by controls: 0 for no effect and ±100 for the full control effect
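First, chaperonin was dispensed at 40 nM or 20 nM final depending on batch activity. Next, compounds were pinned at 76 uM and ATP added at 10 uM. After 30 min at 37 °C, ADP detection reagents ran 30 min at ambient temperature.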
MmCpn inh: Inhibitors of TCP-1 ring complex (TRiC) of Methanococcus maripaludis (MmCpn): qHTS | purified Mm-Cpn ATPase, ADP Transcreener TR-FRET | Potency, µM (titrated, usually from 76.9 µM), for the others: top-dose activity, negative = inhibition, hits mostly inhibitors | Chaperonin Mm-Cpn (Methanococcus maripaludis) | actives 0.031% (n = 330,000); note: potency is the fitted concentration of half-maximal effect; % is set by controls: 0 for no effect and ±100 for the full control effect; nearly all actives have a fitted effect of over 80% in size
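Purified archaeal chaperonin (25 nM final) was preincubated with compound for 10 min at 37°C, then ATP (10 uM final) was added for 30 min at 37°C in Tris pH 7.4/KCl/MgCl2/DTT buffer. ADP was quantified by HTRF Transcreener TR-FRET.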
D3 antag: qHTS of D3 Dopamine Receptor Antagonist: qHTS; D(3) dopamine receptor (Homo sapiens), P35462; AID 652054, 2013; max response, negative = inhibition, %; D3R cells, DiscoveRx beta-arrestin luminescence, antagonist mode; stronger effect = lower value; actives 2.5% (n = 360,000); in the data active = max response below about -50%; inconclusive = no clear call, values can overlap the other calls; note: % is set by controls: 0 for no effect and ±100 for the full control effect; mostly tested at two doses, the higher about 12 µM
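Cells plated overnight at 1500 cells/well, then exposed to library compounds with dopamine controls for 90 minutes at 37 degrees C. DiscoveRx reagent added for 30–60 minutes at room temperature; luminescence read, quantitative HTS format.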
EPAC2 antag: qHTS for Antagonist of cAMP-regulated guanine nucleotide exchange factor 2 (EPAC2): primary screen. Rap guanine nucleotide exchange factor 4 (Homo sapiens), Q8WZA2. EPAC2 GEF exchange of Rap1B-BODIPY-GDP, fluorescence. Potency, µM (doses to about 114 µM), for inactives: top-dose activity, negative = inhibition, hits mostly inhibitors. actives 0.18% (n = 360,000). AID 720708, 2013; note: potency is the fitted concentration of half-maximal effect; % is set by controls: 0 for no effect and ±100 for the full control effect; nearly all actives have a fitted effect of over 45% in size; many of its hits are not listed in these tables
EPAC2 ag: qHTS for Agonist of cAMP-regulated guanine nucleotide exchange factor 4 (EPAC2): primary screen | actives 0.079% (n = 360,000) | Potency, µM (highest dose often 154 µM), for the others: top-dose activation, usual class: activators | EPAC2 activation, biochemical qHTS; response scale: 100% = 6.5 mM cAMP response | Rap guanine nucleotide exchange factor 4 (Homo sapiens), Q8WZA2 | AID 720711, 2013; note: potency is the fitted concentration of half-maximal effect; nearly all actives have a fitted effect of over 50% in size
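Compounds were titrated in qHTS against a Rap1B-BODIPY-GDP (250 nM) complex with EPAC2 (100 nM) and GDP (50 uM). BODIPY-GDP release tracked at 480/540 nm over 30 min at room temperature, normalized to 6.5 mM cAMP.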
Akt phos inh: HTS Assay for Inhibitors of Akt Phophorylation: Primary Screen; Neuro2A IGF-stimulated pAkt S473 HTRF, 20 min; stronger effect = lower value; activity change, % for hits at 50 µM; actives 0.32% (n = 360,000); in the data active = activity change below about -80%; inconclusive = mostly about -51% to -80%; note: % is set by controls: 0 for no effect and ±100 for the full control effect
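Single-point screen (50 µM final compound) in Neuro2A cells stimulated 20 min with 6 nM IGF at 37 deg C. After lysis, Ser473-phosphorylated Akt read by HTRF (ex 330 nm, em 615/665 nm) as the 665/615 ratio.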
PTHR1 ag: qHTS for PTHR1 Agonists: Primary Screen; Potency, µM (series often up to 115 µM), for the others: at the highest dose activation, usual class: activators; HEK293 GP2 PTHR1 cells, GloSensor cAMP luminescence, 1 h; AID 743266, 2014; actives 0.075% (n = 410,000); Parathyroid hormone/parathyroid hormone-related peptide receptor (Homo sapiens), Q03431; note: potency is the fitted concentration of half-maximal effect; nearly all actives have a fitted effect of over 55% in size; some results filed as inactive show a strong effect at the top dose; inactives centre near -15; many of its hits are not listed in these tables
Target sequence (Q03431 whole entry, looked up): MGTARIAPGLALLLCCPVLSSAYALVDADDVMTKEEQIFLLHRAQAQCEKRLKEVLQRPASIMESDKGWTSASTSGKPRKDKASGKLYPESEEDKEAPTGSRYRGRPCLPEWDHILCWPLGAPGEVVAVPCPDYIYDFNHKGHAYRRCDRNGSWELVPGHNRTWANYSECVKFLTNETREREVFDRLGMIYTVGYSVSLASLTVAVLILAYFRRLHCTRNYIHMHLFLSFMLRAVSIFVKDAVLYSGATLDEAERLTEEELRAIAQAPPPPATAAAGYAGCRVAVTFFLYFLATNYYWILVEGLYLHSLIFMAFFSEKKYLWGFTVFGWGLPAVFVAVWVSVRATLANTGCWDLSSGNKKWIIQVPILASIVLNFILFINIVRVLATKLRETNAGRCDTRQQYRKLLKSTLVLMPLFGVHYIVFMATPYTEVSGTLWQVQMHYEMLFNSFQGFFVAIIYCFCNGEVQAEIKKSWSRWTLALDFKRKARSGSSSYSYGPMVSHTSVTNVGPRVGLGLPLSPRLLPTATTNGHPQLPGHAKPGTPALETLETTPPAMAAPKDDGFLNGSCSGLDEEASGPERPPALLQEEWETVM
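HEK-293-derived GP2 cells expressing PTHR1 and a GloSensor cAMP reporter, 3,000/well, plated overnight, given luciferin plus IBMX (each 0.5 mM as added) for 1 h at 37 °C, then compound for 1 h at 37 °C. Luminescence was read after 15 min at room temperature.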
Numbers without * were called inactive; i = inactive; u = inconclusive; x = no result given; & = joins results of further samples; [ ] = remark or other dose. Unless noted, calls come from the whole dose curve; as a rule, active = well fitted curve in the direction sought with a large enough effect; inconclusive = small, poorly fitted or top-dose-only effect, or another doubt; inactive = no such curve, though single readings can be large; an effect the other way counts as inactive or inconclusive. Only part of the results is shown, so the mix of outcomes need not match the whole.

SMILES | D3 ag | CCT chaperon mod | MmCpn inh | D3 antag | EPAC2 antag | EPAC2 ag | Akt phos inh | PTHR1 ag
Cc1ccc(CN(C)C(=O)c2ccccc2Oc2ccccc2)o1 | 3 | -4.1 | 0% | -6 | 2%[57.1 µM] | 4% | i | i
C=CCN(C(=O)CSc1nc2[nH]ncc2c(=O)n1-c1ccccc1OC)c1ccccc1 | -6 | -3.0 | -3% | -25 | -9% | 6% | x | -34%[inhibitor][57.5 µM]
NS(=O)(=O)c1ccc(NC(=S)N2CCN(c3ccccc3Cl)CC2)cc1 | 3 | -5.7 | 0% | 0 | 0% | -2% | i | -6%
CCOC(CNC(=O)c1ccc(CNC(=O)c2ccc(OC)c(OC)c2)cc1)OCC | 11 | 2.0 | 1% | 8 | -3% | -1% | i | i
C=CCSC1=N/C(=C\c2cc(OCC)c(OC(C)=O)c([N+](=O)[O-])c2)C(=O)S1 | -8 | -0.3 | 0% | -21 | -4% | -13% | i | -41%
COc1ccccc1C1CCN(c2cc(O)ccc2[N+](=O)[O-])CC1 | -10 | 0.1 | 0% | -28 | -25% | 10% | i | -26%
O=C(CCc1ccccn1)N1CCCC(N2CCN(c3ccc(F)cc3)CC2)C1 (configuration not stated) | -14 | 0.7 | u | 3 | -5% | -2% | i | i
Cc1nn(C(C)C(=O)NNC(=S)Nc2ccc(Cl)cc2)c(C)c1[N+](=O)[O-] (configuration not stated) | -17 | -24 | 1% | -29 | -1% | 4% | i | -10%[57.5 µM]
COc1ccc(S(=O)(=O)N(C)c2ccc(C(=O)N3CCN(c4ccccc4)CC3)cc2)cc1OC | 6 | -0.4 | 0% | 13 | -9% | 19% | i | -47%[inhibitor]
S=C(Nc1ccccn1)NC1CCCC1 | -7 | 0.4 | -1% | 2 | -8% | 9% | i | -2%
COc1cccc(NC(=O)C(Cc2ccccc2)NC(=O)C2CCC(C)CC2)c1 (configuration not stated) | 3 | -0.7 | 3% | 2 | 3% | -24% | i | i
O=c1[nH]cnc2c1sc1nc(-c3ccccc3)c3c(c12)CCCC3 | -3 | -0.5 | 0% | -2 | 7% | -4% | i | i
O=C(OCCN1CCN(C2=NS(=O)(=O)c3ccccc32)CC1)c1cccc(Br)c1 | 2 | -0.8 | 0% | 4 | -1% | 4% | i | -91%[inhibitor]
CCOc1ccc(CNC23CN4CN(CN(C4)C2)C3)cc1 | 2 | -0.9 | -3% | 11 | 2% | 3% | i | -7%[57.5 µM]
CC(C)(C)c1ccc(CN2N=Nc3ccccc3S2(=O)=O)cc1 | 3 | -0.5 | 2% | -93* | 6% | 16% | i | -4%[57.5 µM]
O=C(Nc1cccnc1)c1cc(F)cc(F)c1 | 0 | -1.6 | 1% | u | 4% | -4% | i | i
O=C(CCCc1ccccc1)N=C1SC2CS(=O)(=O)CC2N1c1ccccc1F (configuration not stated) | -3 | -1.2 | -2% | -2 | 7% | 0% | i | -7%
CCCCCCCCNS(=O)(=O)CCNCc1ccc(OC)cc1 | 3 | -0.4 | x | 4 | -7% | -1% | i | -65%[inhibitor]
CCN(CC)C(=O)CSc1nnc(CNc2ccc(F)cc2)n1-c1ccccc1 | 1 | -2.9 | 2% | -4 | 0% | 7% | i | -8%[57.5 µM]
COc1cccc(-c2cc(C(=O)N3CCN(S(=O)(=O)c4ccc(Br)cc4)CC3)[nH]n2)c1 | 3 | -0.5 | 1% | 22 | u | -2% | i | -31%
CCOc1ccc(S(=O)(=O)NCC2CCCO2)cc1 (configuration not stated) | 1 | 3.3 | 2% | 8 | 11% | 4% | i | -1%[57.5 µM]
CCC/C(=C1/c2ccccc2C(=O)N1c1ccccc1)c1ccc(O[C@@H]2CCCCO2)cc1 | 1 | -1.8 | 0% | -6 | 9% | 3% | i | i
CCC(CCC(=O)Nc1ccn(-c2ccccc2)n1)C(=O)O (configuration not stated) | 6 | -3.0 | 2% | 11 | 11% | 3% | i | i
Cc1c(NC(=O)C(=O)/C=C(\O)c2ccc(Cl)cc2)c(=O)n(-c2ccccc2)n1C | 2 | -1.5 | -1% | -4 | -15% | -4% | i | i
NC(=O)c1ccc(NC(=O)COC(=O)CCCOc2ccccc2)cc1 | 13 | -0.7 | 0% | 11 | 19% | 8% | i | i

Profiles from above.
COc1cccc(-c2cc(C(=O)N3CCN(S(=O)(=O)c4ccc(Br)cc4)CC3)[nH]n2)c1 is entered as D3 ag: 3; CCT chaperon mod: -0.5; MmCpn inh: 1%; D3 antag: 22; EPAC2 antag: u; EPAC2 ag: -2%; Akt phos inh: i; PTHR1 ag: -31%
Cc1ccc(CN(C)C(=O)c2ccccc2Oc2ccccc2)o1 is entered as D3 ag: 3; CCT chaperon mod: -4.1; MmCpn inh: 0%; D3 antag: -6; EPAC2 antag: 2%[57.1 µM]; EPAC2 ag: 4%; Akt phos inh: i; PTHR1 ag: i
COc1cccc(NC(=O)C(Cc2ccccc2)NC(=O)C2CCC(C)CC2)c1 (configuration not stated) is entered as D3 ag: 3; CCT chaperon mod: -0.7; MmCpn inh: 3%; D3 antag: 2; EPAC2 antag: 3%; EPAC2 ag: -24%; Akt phos inh: i; PTHR1 ag: i

The listing picks up; the three compounds before the break are reprinted first.
SMILES | D3 ag | CCT chaperon mod | MmCpn inh | D3 antag | EPAC2 antag | EPAC2 ag | Akt phos inh | PTHR1 ag
CCC(CCC(=O)Nc1ccn(-c2ccccc2)n1)C(=O)O (configuration not stated) | 6 | -3.0 | 2% | 11 | 11% | 3% | i | i
Cc1c(NC(=O)C(=O)/C=C(\O)c2ccc(Cl)cc2)c(=O)n(-c2ccccc2)n1C | 2 | -1.5 | -1% | -4 | -15% | -4% | i | i
NC(=O)c1ccc(NC(=O)COC(=O)CCCOc2ccccc2)cc1 | 13 | -0.7 | 0% | 11 | 19% | 8% | i | i
CNc1snc(C)c1C(=O)OCC(=O)N(C)c1ccccc1 | 2 | -7.3 | 2% | 12 | 1% | -3% | i | -21%
O=C(Nc1cccc(-c2cn3cccnc3n2)c1)Nc1ccccc1F | 2 | 1.6 | -3% | 12 | -9% | 4% | i | -40%
CCOC(=O)c1c(NC(=O)c2cc(CC(C)C)on2)sc(C(C)=O)c1C | -13&-2 | 0.7 | 0% | -3 | 15% | -5% | i | -16%
CCOc1ccc(OCC(=O)Nc2cc(Cl)ccc2-n2cncn2)cc1 | 3 | 0.0 | x | 10 | -28% | -4% | i | -16%
C[C@H](NC(=O)c1nc[nH]c1C(=O)NCC(=O)OC(C)(C)C)c1ccccc1 | -13 | -1.6 | -2% | 4 | -11% | -2% | i | -32%
Cc1nc2c(C)c(C)c(C)c(C)c2nc1C | 7 | 0.0 | -1% | 4 | 3% | 5% | i | -18%
O=C(CC1C(=O)NCCN1C(=O)Nc1ccccc1)Nc1ccc(F)cc1 (configuration not stated) | -12 | -0.8 | -4% | -25 | -12% | 5% | i | 9%
COc1cc(/C=N/NC(=O)c2ccc(C)nc2)cc([N+](=O)[O-])c1O | -5 | -0.2 | -11% | 0 | -9% | 5% | i | i
O=C(OCCN1C(=O)c2cccc3c(N4CCOCC4)ccc(c23)C1=O)c1cccc(Cl)c1 | 4 | 1.8 | -3% | 47 | 170%[activator] | -44%[inhibitor] | i | -19%
COC(=O)CC1COc2ccccc2N1S(=O)(=O)c1ccc(OC)cc1 (configuration not stated) | -13 | -6.6 | 1% | 12 | -8% | 14% | i | i
O=S(=O)(c1cccs1)N1CCCc2cccc(O)c21 | -3 | -0.9 | 0% | -73* | -3% | 5% | i | -10%
CC1CCN(Cc2nc3c(c(=O)n(C)c(=O)n3C)n2CCc2ccccc2)CC1 | 1 | 0.7 | x | 5 | -11% | -2% | i | 17%
CC1(C)SC(=S)N(NC(=O)Nc2ccccc2)C1N(O)C(=O)Nc1cccc2ccccc12 (configuration not stated) | 1 | 1.2 | 1% | 15 | -1%[57.1 µM] | 25% | i | -31%[inhibitor]
O=C(Nc1ccc(Cl)c(Cl)c1)O/N=C/c1ccncc1 | -3 | -0.4 | 3% | 1 | 0% | -1% | i | i
CCOc1ccc(S(=O)(=O)NCCC(=O)NCc2ccncc2)cc1 | 4 | -0.9 | 1% | 1 | 25% | -4% | i | i
Cc1ccc2cc3c(N)c(C(=O)Nc4c(C)[nH]c(=O)[nH]c4=O)sc3nc2c1 | 6 | -2.4 | -6% | 22 | 5% | -4% | i | -9%
CCCn1c(SCC(=O)N2c3ccc(F)cc3CCC2C)nnc1-c1ccccn1 (configuration not stated) | -2 | -2.2 | 0% | -11 | 5% | 0% | i | -1%[57.5 µM]
Cc1ccc(C(=O)NC(C)(COc2nonc2C)COc2nonc2C)cc1 | 2 | 3.7 | 1% | 11 | -3% | 14% | i | -16%[57.5 µM]
CC(Sc1ccccc1)C(=O)NN=C1CCCCCC1 (configuration not stated) | 8 | -0.4 | 2% | 32 | 13% | -5% | i | i
Cc1cc(C)nc(N2CCC(C(=O)Nc3ccc4c(c3)OCCO4)CC2)n1 | 2 | -1.8 | -5% | 1 | 6% | 5% | i | -11%
CCCCn1c(N)c(N(CCC(C)C)C(=O)c2ccccc2-n2cnnn2)c(=O)[nH]c1=O | 4 | 0.6 | 2% | 18 | 8% | -4% | i | -3%

Compound activity (PubChem)
